Screening results as filed in PubChem.
Nox1 inhibitor: inhibitors of human NADPH oxidase 1 (Nox1); HT29 cells, luminol chemiluminescence ROS; Q9Y5S8; AID 1792, 2009; inhibition, % at 6.7 µM; 0.81% of 16,000 active
Target sequence (Q9Y5S8 whole entry, looked up): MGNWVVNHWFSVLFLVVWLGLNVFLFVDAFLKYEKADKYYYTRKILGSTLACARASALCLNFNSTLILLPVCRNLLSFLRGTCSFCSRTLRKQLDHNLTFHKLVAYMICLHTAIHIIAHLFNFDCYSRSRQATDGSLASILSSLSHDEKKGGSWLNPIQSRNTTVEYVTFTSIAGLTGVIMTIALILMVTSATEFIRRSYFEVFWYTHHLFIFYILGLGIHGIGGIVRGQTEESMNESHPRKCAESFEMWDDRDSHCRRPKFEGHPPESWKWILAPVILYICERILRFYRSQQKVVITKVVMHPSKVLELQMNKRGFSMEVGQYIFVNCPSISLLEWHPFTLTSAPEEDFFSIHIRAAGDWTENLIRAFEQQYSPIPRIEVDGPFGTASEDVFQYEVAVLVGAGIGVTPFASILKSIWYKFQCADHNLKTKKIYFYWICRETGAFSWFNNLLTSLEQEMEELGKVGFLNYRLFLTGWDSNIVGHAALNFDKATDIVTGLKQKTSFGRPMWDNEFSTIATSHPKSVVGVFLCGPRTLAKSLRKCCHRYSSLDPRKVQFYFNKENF
NOTCH ag: agonists of NOTCH signaling; NOTCH signaling luciferase reporter cells, luminescence; 0.4% of 15,000 active; AID 434982, 2010; activation, % at 2.5 µM; in the data active means activation above about 2.2%
rat GALR2 ag: agonists of rat galanin receptor 2 (GALR2). Galanin receptor type 2 (Rattus norvegicus), O08726. cell-based GALR2 agonist screen. activation, % at 10 µM. 0.5% of 16,000 active. AID 833, 2007; in the data active means activation above about 15%
S1P1 agonist: activates the human S1P1 receptor | Sphingosine 1-phosphate receptor 1 (Homo sapiens), P21453 | S1P1 agonist cell-based reporter assay | activation, % at 4.5 µM | 1.5% of 16,000 active | AID 1044, 2008; in the data active means activation above about 80%
TLR4-MyD88 inh: inhibitors of human TLR4-MyD88 binding. Toll-like receptor 4 (Homo sapiens), O00206. Cell-based TLR4-MyD88 binding inhibition assay. inhibition, % at 10 µM. 0.06% of 16,000 active; in the data active means inhibition above about 45%
PME-1 Maybr inh: inhibitors of human PME-1 in Maybridge library; recombinant PME-1, FP-Rh probe fluorescence polarization; Protein phosphatase methylesterase 1 (Homo sapiens), Q9Y570; inhibition, % at 9 µM; AID 2291, 2010; 0.5% of 16,000 active; in the data active means inhibition above about 30%
Luminol counter: counter-screen for Nox1 inhibitors: inhibitors of luminol chemiluminescence; 0.4% of 16,000 active; inhibition, % at 6.7 µM; HRP/luminol/H2O2 chemiluminescence counterscreen; further: reference of the scale not given here
OPRK1 antag MB: antagonists of human kappa opioid receptor OPRK1, Maybridge library. OPRK1 cells, antagonist mode, fluorescence readout. 0.4% of 16,000 active. AID 652031, 2013. Kappa-type opioid receptor (Homo sapiens), P41145. inhibition, % at 9 µM; in the data active means inhibition above about 50%
Target sequence (P41145 whole entry, looked up): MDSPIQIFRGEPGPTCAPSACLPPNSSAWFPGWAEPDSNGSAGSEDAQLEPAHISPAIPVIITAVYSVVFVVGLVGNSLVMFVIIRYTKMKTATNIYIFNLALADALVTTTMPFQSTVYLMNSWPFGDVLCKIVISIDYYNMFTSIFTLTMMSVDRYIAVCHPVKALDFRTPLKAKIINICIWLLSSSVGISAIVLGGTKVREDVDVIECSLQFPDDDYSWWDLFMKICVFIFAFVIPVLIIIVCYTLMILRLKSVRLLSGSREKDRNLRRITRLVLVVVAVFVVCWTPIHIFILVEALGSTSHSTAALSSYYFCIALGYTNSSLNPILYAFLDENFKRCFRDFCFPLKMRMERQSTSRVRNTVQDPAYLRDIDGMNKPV
Numbers without * were called inactive; . = not tested or not shown. Unless noted, no stated cut-off is given here; in the data, active means inhibition above about 75%; inactive means the rest.

SMILES	Nox1 inhibitor	NOTCH ag	rat GALR2 ag	S1P1 agonist	TLR4-MyD88 inh	PME-1 Maybr inh	Luminol counter	OPRK1 antag MB
Cc1ccc(NC(=S)C(C#N)C(=O)N2CCCC2)c(C)c1 (stereo unspecified)	-73	0.2	-5	8	6	-4	3	-22
CN(C)c1ccc(C2=NCCCN2)c(SCc2cccc(C(F)(F)F)c2)c1	-6	-1.3	-4	0	6	0	-9	2
Cc1sc(-c2c(F)cccc2F)nc1O	-9	-0.2	-5	-2	0	1	-1	-5
c1ccc(Cn2c3ccccc3c3ccccc32)cc1	-23	-0.1	-3	-14	-2	-3	0	-4
CCn1c(-c2cc(-c3ccccc3)sc2N)n[nH]c1=S	98*	-0.6	0	6	-3	10	6	5
O=[N+]([O-])c1ccc(-c2cn3ccsc3n2)cc1	-13	0.4	14	-1	-7	-5	4	17
COc1cc(C2SCCS2)cc(Br)c1OC(=O)NC(=O)c1c(F)cccc1F	3	-0.1	-5	4	10	6	4	1
O=C1c2ccccc2C(=O)N1c1ccc(-n2ccc(C(F)(F)F)n2)cc1	-15	-0.9	-9	-3	-2	-4	2	14
Oc1ccccc1/C=N/Nc1nc2c(Cl)cc(Cl)cc2s1	7	-5.7	-5	-24	-12	19	4	21
CC(O)CN1C(=O)c2cccc3cccc(c23)C1=O (stereo unspecified)	-9	0.7	-6	-17	4	1	-3	0
O=C(O)C#Cc1cccc2ccccc12	-50	-0.5	-6	-3	8	-1	0	9
CC(=O)Nc1ccc(-c2cn3c(n2)SCC3)cc1	3	0.5	-9	-3	-4	-2	4	-9
O/N=C/c1ccc(-c2ccc(F)cc2F)o1	-25	-0.1	-3	-5	3	-1	-44	7
Cc1cc(C)n(-c2cccc(Cl)c2C#N)n1	-20	.	-4	-15	4	6	3	-22
CN(C)CCCN=C(NO)c1ccc(Cl)cc1Cl	6	-0.3	-3	6	-3	6	-3	6
O=c1ncc(Oc2ccc(Cl)cc2Cl)c[nH]1	-22	-0.6	-8	-1	1	-3	2	9
CC(C)NC(=O)N1CCc2sccc2C1C (stereo unspecified)	-20	-0.6	-1	-11	-1	-3	-5	-3
Cc1cc(NC(=O)c2ccc3nonc3c2)on1	-62	-0.3	-6	3	10	-4	1	-5
CSc1ccc(Oc2ccc(N)cn2)cc1	-2	.	-10	-25	0	1	6	11
N=C(N)SCc1ccc(-c2csnn2)cc1	-20	0.2	-7	0	12	-16	-2	0
O=C(CC(C(=O)c1cccnc1)c1cccs1)c1ccc(Cl)cc1 (stereo unspecified)	-14	-0.8	-7	22	-2	3	-3	-6
O=C(NCCc1ccccc1)Oc1ccc(Cl)cc1	-28	-0.4	-7	12	7	1	1	-24
COC(=O)C(=C(C)C)c1ccc(N(C)C)cc1	-16	-0.3	-5	-1	-6	-4	3	8
O=C(O)CSCC(=O)Nc1ccccc1N1CCCCC1	-21	0.2	-5	-4	-5	-1	2	2
C=C(C)CC1C(=O)N(S(=O)(=O)c2ccccc2Cl)N=C1C (stereo unspecified)	-31	0.7	-6	28	-12	2	-2	-8
New compounds follow:
SMILES	Nox1 inhibitor	NOTCH ag	rat GALR2 ag	S1P1 agonist	TLR4-MyD88 inh	PME-1 Maybr inh	Luminol counter	OPRK1 antag MB
CSc1sc(-c2ccn[nH]2)c(-c2cccs2)c1C#N	-33	-0.6	-7	11	-4	-12	3	10
C/C(=N\OC(=O)c1cccc(C(F)(F)F)c1)c1cccnc1	-3	0.1	-9	4	2	2	1	-14
COC(=O)CSCCC(N)=S	-51	1.2	-7	6	13	2	3	3
O=C1CC(Sc2cccs2)C(=O)N1c1ccc(F)cc1 (stereo unspecified)	0	-0.3	-3	4	5	5	-6	9
Cc1ccc(Sc2nc(-c3cccs3)ns2)cc1	-15	0.0	-6	78	-17	-1	-6	28
O=C(CSc1ccc(F)cc1)NC1Cc2ccccc2C1	-62	-0.2	-7	7	1	3	-1	6
OCCNc1nc2ccccc2[nH]1	-11	-0.6	-7	1	-3	-2	1	-8
CC1c2ccsc2CCN1C(=O)c1cccs1 (stereo unspecified)	10	-0.1	-4	8	2	7	-6	4
O=C(O)c1ccccc1C(=O)c1cc(C(F)(F)F)cc(C(F)(F)F)c1	0	0.5	-1	-15	-4	4	-6	-3
CSc1nnc(-c2csc(S(=O)(=O)Oc3cc(Cl)cc(Cl)c3)c2)n1C	-70	0.3	-3	19	0	8	-2	7
Cc1cc(N=C(N)N=C(N)N)no1	-35	-0.6	-4	-13	-2	0	1	-9
CN1C(=O)OC(c2ccccc2)C1=O (stereo unspecified)	-12	.	-12	6	5	-3	1	-3
N#Cc1c(OCC(F)(F)F)ccc(S(=O)(=O)Nc2ccc(C(=O)O)cc2)c1OCC(F)(F)F	-2	-0.3	-1	-28	-1	2	-4	15
O=C1C2CC(CC1(Br)Br)C(=O)C(Br)(Br)C2	19	-0.7	-8	30	-16	5	14	26
Cn1cc(Br)c(/C=N/Nc2ccccn2)n1	-42	0.0	-9	-1	-1	2	8	-16
COC(=O)c1cscc1OC(=O)c1ccc(C(F)(F)F)cc1	-118	-0.4	-1	15	11	-2	3	5
COC(=O)c1ccc(Cn2nnc3ccccc32)cc1	29	0.1	0	4	-3	7	-4	24
O=C(c1ccc(C(=O)N2CCCC2)cc1)N1CCCC1	-40	-0.7	-7	-7	2	-2	2	3
CC(=O)NC(=O)/C(C#N)=C/N1CCN(Cc2ccccc2)CC1	18	-0.2	-8	-3	-7	2	-3	11
CN(C)/C=N/c1nnc(C(C)(C)C)s1	-13	-0.5	-5	9	.	3	-3	5
Cc1c(C#N)c(Sc2ccccc2N)nc2ccccc12	20	.	-6	-6	-4	0	-3	-10
O=c1oc2ccc(Cl)cc2cc1-c1ccc([N+](=O)[O-])cc1	-30	-0.2	-3	-9	-5	2	1	-18
Cc1cc(/C(N)=N/OC(=O)c2cccc(Cl)c2)no1	-61	-5.9	-5	-7	0	-2	4	-11
NC(N)=NC(N)=Nc1ccc2c(c1)OCO2	-112	-0.7	-8	-5	-2	-3	2	6
CNC(=S)C12CC3CC(CC(C3)C1)C2	-44	-5.7	-6	-8	-6	1	0	-6

Rewritten comma-delimited: part of the list above
canonical_smiles,Nox1 inhibitor,NOTCH ag,rat GALR2 ag,S1P1 agonist,TLR4-MyD88 inh,PME-1 Maybr inh,Luminol counter,OPRK1 antag MB
Cc1ccc(Sc2nc(-c3cccs3)ns2)cc1,-15,0.0,-6,78,-17,-1,-6,28
O=C(CSc1ccc(F)cc1)NC1Cc2ccccc2C1,-62,-0.2,-7,7,1,3,-1,6
OCCNc1nc2ccccc2[nH]1,-11,-0.6,-7,1,-3,-2,1,-8
CC1c2ccsc2CCN1C(=O)c1cccs1 (stereo unspecified),10,-0.1,-4,8,2,7,-6,4

Back to the main list, starting three compounds before the break.
SMILES	Nox1 inhibitor	NOTCH ag	rat GALR2 ag	S1P1 agonist	TLR4-MyD88 inh	PME-1 Maybr inh	Luminol counter	OPRK1 antag MB
Cc1cc(/C(N)=N/OC(=O)c2cccc(Cl)c2)no1	-61	-5.9	-5	-7	0	-2	4	-11
NC(N)=NC(N)=Nc1ccc2c(c1)OCO2	-112	-0.7	-8	-5	-2	-3	2	6
CNC(=S)C12CC3CC(CC(C3)C1)C2	-44	-5.7	-6	-8	-6	1	0	-6
OC(CN1CCCC1)Cn1ccc(C(F)(F)F)n1 (stereo unspecified)	-30	-1.0	4	-10	-6	-2	0	-6
Cc1noc(C)c1S(=O)(=O)Nc1ccc2[nH]ccc2c1	-36	-0.4	-11	11	6	0	-33	0
CCOC(=O)c1ccc(NC(=O)C(=S)NCc2ccccc2)cc1	-46	0.6	-5	-4	1	-4	-1	1
Nc1ncncc1-c1ccc(Cl)cc1	8	.	-3	14	1	3	-6	-4
O=C(NCc1cc2ccccc2s1)C1CN(C(c2ccccc2)c2ccccc2)C1	-2	-0.6	-6	-8	-2	-29	0	-20
CCCCC#Cc1ccc(C(=O)O)o1	-16	0.0	-4	18	-5	0	5	-3
c1ccc2c(c1)Oc1ccccc1S2	-42	-0.2	-6	-7	.	0	2	3
Cc1cc(C)c([N+](=O)[O-])c(N)n1	-57	-0.7	-6	6	8	-3	5	4
N/C(CSc1ncccc1C(F)(F)F)=N\O	-20	-0.4	-4	-4	-3	6	-1	3
O=C(NNC1OC[C@H](O)[C@H](O)[C@H]1O)c1cccnc1 (stereo partly specified)	-19	0.7	-7	-10	4	-1	3	-3
O=C1C2CCCN2C(=O)C2CCCN12 (stereo unspecified)	-43	-0.6	-7	-7	-8	-5	1	5
CN1c2ccc(Cl)cc2C(=O)NC1c1ccc([N+](=O)[O-])s1 (stereo unspecified)	-12	.	-10	3	-10	16	-1	2
NC(=O)C1(N2CCCCC2)CCN(S(=O)(=O)c2cccs2)CC1	-101	-0.2	-7	-4	12	-1	1	12
NNC(=S)Nc1cc(C(F)(F)F)ccc1Cl	25	-0.4	-9	-3	3	4	60	0
O=C1Nc2ccccc2/C1=C/c1ccc(CN2C(=O)c3ccccc3C2=O)o1	-2	-0.5	-7	-32	3	-5	3	-10
O=C(OC1CC1(Cl)Cl)c1ccccc1 (stereo unspecified)	0	-1.1	-6	-14	-11	3	-6	11
COC(=O)/C=C/c1cn(C2OCC(CO)C2O)c(=O)[nH]c1=O (stereo unspecified)	-20	0.2	-8	1	6	-4	0	-22
Cn1nc(C(F)(F)F)c(-c2ccccc2)c1/N=C/c1ccc[nH]1	-2	-0.3	-6	20	8	9	0	-3
CCn1c(SCC(=O)Nc2sc3c(c2C#N)CCC(C)C3)nnc1-c1cccs1 (stereo unspecified)	8	-0.6	-5	-12	4	-5	-2	9
O=c1[nH]c(=O)n(Cc2c(Cl)cccc2Cl)cc1F	14	-0.1	-3	0	0	2	-2	-6
O=S(=O)(NNc1nccc(-c2cccnc2)n1)c1cccc(C(F)(F)F)c1	56	-0.1	-5	2	4	2	3	13
O=C(c1ccc(Cl)cc1Cl)N1CCN(Cc2ccccc2)CC1	-38	-0.5	-2	1	0	6	2	0
O=c1c(F)cn(CC2CC(c3ccccc3)=NO2)c(=O)n1CC1CC(c2ccccc2)=NO1 (stereo unspecified)	-58	-0.6	-3	-3	10	4	-1	-6
COC(=O)c1ccc2c(c1)N(C)S(=O)(=O)c1cnc(SC)nc1-2	-23	-0.3	-7	-3	3	-3	-1	12
N/C(CCS(=O)(=O)c1ccc(Cl)cc1)=N\O	19	-0.2	-4	-3	1	4	-2	-2
More entries.
SMILES	Nox1 inhibitor	NOTCH ag	rat GALR2 ag	S1P1 agonist	TLR4-MyD88 inh	PME-1 Maybr inh	Luminol counter	OPRK1 antag MB
N#C/C(=C\Nc1ncccn1)C(=O)c1cccs1	8	0.4	1	-6	2	-161	-3	23
CCOC(=O)CSc1nnc(-c2ccco2)n1-c1ccccc1	-62	0.1	-3	-8	1	1	-1	13
O=C(Nc1cc(C(F)(F)F)cc(C(F)(F)F)c1)c1ccccc1F	26	-0.1	0	18	6	-6	-6	21
COc1ccc(Cl)cc1N1C(=O)CC(C)(C)CC1=O	-30	.	-9	-18	1	-1	-3	-21
O=C(N/N=C\c1c(Cl)cccc1Cl)c1nc(CS(=O)(=O)c2ccc(Cl)cc2)no1	-14	-0.8	-7	2	-7	-5	3	6
N/C(=N\OC(=O)c1cccc(C(F)(F)F)n1)c1cccc(C(F)(F)F)c1	-8	0.0	-4	91*	4	1	-2	5
COc1ccc(-c2nc(=S)[nH][nH]2)cc1	-3	.	-5	-9	7	-2	3	-10
CCOC(=O)C1CCC(C(=O)OCC)N1C(=O)Nc1ccc(Cl)cc1 (stereo unspecified)	-3	-0.7	-6	-22	3	-86	2	14
CN(C)/C=C/c1ccc([N+](=O)[O-])cc1[N+](=O)[O-]	37	-0.5	-11	9	6	10	5	10
CSc1nc(-c2cccnc2)nc(-c2ccccc2)c1C#N	-45	-0.1	-5	-14	6	1	1	-12
O=S(=O)(Cc1noc(CSc2ccc(Cl)cc2)n1)c1ccccn1	-54	-0.6	-7	8	0	-2	2	11
COc1ccc(CCNC(=O)c2ccc(CSc3ccc(Cl)cc3)o2)cc1OC	-21	-0.6	-5	69	0	-1	3	-20

Random excerpt: four records from the list
SMILES	Nox1 inhibitor	NOTCH ag	rat GALR2 ag	S1P1 agonist	TLR4-MyD88 inh	PME-1 Maybr inh	Luminol counter	OPRK1 antag MB
O=C(Nc1cc(C(F)(F)F)cc(C(F)(F)F)c1)c1ccccc1F	26	-0.1	0	18	6	-6	-6	21
N/C(=N\OC(=O)c1cccc(C(F)(F)F)n1)c1cccc(C(F)(F)F)c1	-8	0.0	-4	91*	4	1	-2	5
COc1ccc(CCNC(=O)c2ccc(CSc3ccc(Cl)cc3)o2)cc1OC	-21	-0.6	-5	69	0	-1	3	-20
COc1ccc(-c2nc(=S)[nH][nH]2)cc1	-3	.	-5	-9	7	-2	3	-10

No enrichment for hits; about 4.4% have a hit in one of these screens.
